CHRM4 agonist: human M4 muscarinic receptor agonists, primary screen, CHO-K1 cells, Fluo-8 calcium fluorescence; Muscarinic acetylcholine receptor M4 (Homo sapiens), P08173; CHO-K1 hM4/Gqi5; vehicle 0%, full acetylcholine response 100%; activation, % at 3 µM; hit rate 0.14% among 360,000;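 active means activation above the run mean over all test wells plus 3 SD, cut at about 32% in these data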;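 further: peak over basal fluorescence ratio per well then scaled between controls; 0% = DMSO wells and 100% = acetylcholine at EC100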
Target sequence (P08173 whole entry, looked up): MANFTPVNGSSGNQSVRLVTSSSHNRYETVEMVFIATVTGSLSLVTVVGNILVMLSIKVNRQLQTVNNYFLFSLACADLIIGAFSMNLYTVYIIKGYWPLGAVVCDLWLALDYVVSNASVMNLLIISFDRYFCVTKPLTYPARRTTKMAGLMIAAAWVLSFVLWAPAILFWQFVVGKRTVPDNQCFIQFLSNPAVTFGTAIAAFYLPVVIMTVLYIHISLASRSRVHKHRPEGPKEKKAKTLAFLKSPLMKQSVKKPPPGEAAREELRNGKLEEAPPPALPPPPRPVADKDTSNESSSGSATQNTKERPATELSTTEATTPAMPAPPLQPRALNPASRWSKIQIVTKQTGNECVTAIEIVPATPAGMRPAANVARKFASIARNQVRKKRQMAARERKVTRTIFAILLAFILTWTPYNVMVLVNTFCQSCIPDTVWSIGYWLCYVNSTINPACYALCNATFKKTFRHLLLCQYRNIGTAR
M5 PAM: human M5 muscarinic receptor positive allosteric modulators, primary screen, CHO-K1 cells, Fluo-8 calcium fluorescence; Muscarinic acetylcholine receptor M5 (Homo sapiens), P08912; CHO-K1 hM5, ACh EC20 PAM; 0% = ACh EC20, 100% = ACh EC100; activation, % at 3 µM; hit rate 0.3% among 360,000;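 active means activation above the run cutoff, the mean activation of all test compounds plus 3 SD, cut at about 18% in these data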
Target sequence (P08912 whole entry, looked up): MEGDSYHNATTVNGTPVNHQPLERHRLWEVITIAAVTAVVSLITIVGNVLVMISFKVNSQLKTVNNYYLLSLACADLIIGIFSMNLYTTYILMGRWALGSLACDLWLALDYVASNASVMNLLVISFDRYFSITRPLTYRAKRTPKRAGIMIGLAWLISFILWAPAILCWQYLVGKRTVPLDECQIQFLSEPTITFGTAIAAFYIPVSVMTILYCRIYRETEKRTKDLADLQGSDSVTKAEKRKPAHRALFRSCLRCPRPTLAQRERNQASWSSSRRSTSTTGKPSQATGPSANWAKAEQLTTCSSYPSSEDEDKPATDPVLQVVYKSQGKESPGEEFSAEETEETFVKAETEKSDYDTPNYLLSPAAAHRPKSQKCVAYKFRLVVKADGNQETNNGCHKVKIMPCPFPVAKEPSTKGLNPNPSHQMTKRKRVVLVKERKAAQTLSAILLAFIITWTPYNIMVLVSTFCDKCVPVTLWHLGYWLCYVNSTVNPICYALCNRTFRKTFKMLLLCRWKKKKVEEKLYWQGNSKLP
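Assay system: CHO-K1 hM5 cells / Incubation: Fluo-8 loading 80 min at 37 °C plus 30 min room temperature / Technique: Fluo-8 calcium dye fluorescence, kinetic read / Repeats: single replicate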
CRFBP-R2 agonist: agonists of CRF-BP/CRF-R2 complex, primary screen, cell-based, HEK293, calcium dye fluorescence, uHTS | CRF-binding protein / CRF receptor 2 complex (human) | calcium dye fluorescence (FLIPR); percent of saturating CRF peptide response | activation, % at 13.2 µM | hit rate 0.46% among 350,000 | AID 588473, 2011;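 active means activation of at least 50%, plus an integration ratio under a set limit after plate pattern correction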;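 further: plate controls were neutral control wells without compound for no effect and CRF at EC100 for full effect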
CHRM4 antagonist: human M4 muscarinic receptor antagonists, primary screen, CHO cells, Fluo-8 calcium fluorescence; Muscarinic acetylcholine receptor M4 (Homo sapiens), P08173; CHO-hM4 cells, ACh EC80; inhibition, % at 3 µM; hit rate 0.73% among 360,000;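 active means inhibition above its plate's cutoff, the mean inhibition of sample wells plus 3 SD, cut at about 27% in these data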;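 further: 0% = acetylcholine EC80 with DMSO and 100% = DMSO without agonist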
CHRM4 PAM: human M4 muscarinic receptor positive allosteric modulators, primary screen, CHO-K1 cells, Fluo-8 calcium fluorescence. CHO-K1 hM4/Gqi5, ACh EC20; 0% = ACh EC20, 100% = maximal ACh. activation, % at 3 µM. Muscarinic acetylcholine receptor M4 (Homo sapiens), P08173. hit rate 0.4% among 360,000;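 active means activation above its plate's cutoff, the mean activation of sample wells plus 3 SD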; further: some results filed as inactive read as strong as hits
CHRM5 agonist: human M5 muscarinic receptor agonists, primary screen, CHO-K1 cells, Fluo-8 calcium fluorescence. activation, % at 3 µM. AID 624037, 2012. CHO-K1 hM5 cells; 0% DMSO wells, 100% maximal acetylcholine response. hit rate 0.19% among 360,000;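 active means activation above the run's mean over test compounds plus 3 SD, cut at about 23% in these data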;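 further: signal is peak over basal fluorescence ratio across the kinetic read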
IDE inh: human IDE inhibitors in live cells, primary screen, fluorescence polarization, HEK cells, FAbetaB substrate; Insulin-degrading enzyme (Homo sapiens), P14735; hit rate 0.41% among 320,000; AID 434962, 2010; inhibition, % at 5.59 µM; FAbetaB cleavage;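 active means percent inhibition above the average of all tested compounds plus 3 SD, set per screening campaign, cut at about 16% in these data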;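 further: IDE supplied by intact live HEK cells; FP after avidin binding of uncleaved biotin substrate so inhibition keeps polarization high; 0% = DMSO wells and 100% = 60 µM reference IDE inhibitor Ii1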
CRFBP-R2 block: antagonists of CRF-BP/CRF-R2 complex, primary screen, cell-based, HEK293, calcium dye fluorescence, uHTS. inhibition, % at 11.8 µM. hit rate 0.59% among 350,000. CRF-induced calcium fluorescence. AID 588475, 2011;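 active means inhibition of the ligand-induced calcium signal above about 50% at the single tested concentration, limit read from the data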
M5 antag: human M5 muscarinic receptor antagonists, primary screen, CHO cells, Fluo-8 calcium fluorescence; Muscarinic acetylcholine receptor M5 (Homo sapiens), P08912; CHO-hM5 cells, ACh EC80; inhibition, % at 3 µM; hit rate 0.59% among 360,000;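 active means inhibition above a per-plate cutoff, the mean of that plate's test compounds plus 3 SD, cut at about 27% in these data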;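 further: 0% = acetylcholine EC80 with DMSO and 100% = DMSO without agonist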
The depositor's hits bear a star; . = no result given; & = joins results of further samples; ! = not confirmed by another sample.

no.	mol	CHRM4 agonist	M5 PAM	CRFBP-R2 agonist	CHRM4 antagonist	CHRM4 PAM	CHRM5 agonist	IDE inh	CRFBP-R2 block	M5 antag
1	CCCCn1c(N)c(N(CC(C)C)C(=O)CCCc2cccs2)c(=O)[nH]c1=O	0	7	0.2	2	6	-4	6	2	1
2	CC(C)CCNC(=O)CN(CC1CCCO1)C(=O)CCC(=O)Nc1ccccn1 (stereo not given)	1	6	-0.4	-3	9	1	0	9	9
3	COCCN(C(=O)C(C)C)c1nnc(-c2ccc(C(C)(C)C)cc2)s1	1	4	6.3	-5	7	2	-3	-29	2
4	CCc1ccc(C(c2ccc(CC)cc2)C(Cl)Cl)cc1	-1	-2	0.2	-7	2	0	4	-7	4
5	N#Cc1ncc(Cl)c2ccccc12	14	-7	-0.8	3	-15	1	3	-9	15
6	COCCn1c(SCC(=O)Nc2cccnc2Cl)nc2ccccc2c1=O	0	1	0.7	-7	1	0	5	1	0
7	O=C1[C@@H]2CSCN2C(=O)CN1CCc1cccc(F)c1	1	4	0.7	13	1	2	3	-8	-5
8	O=C1C(C23CC4CC(CC(C4)C2)C3)C(=O)N(c2ccccc2)N1c1ccccc1	0	-1	12	-12	3	2	4	-80	2
9	CCOc1cc(C2C(C(=O)c3ccco3)=C(O)C(=O)N2CCc2ccccc2)ccc1O (stereo not given)	0	-3	-0.1	0	0	-2	0	14	-2
10	CCCCN(CC)C(=O)c1cc2c(=O)n3cccc(C)c3nc2s1	9	-10	0.3	-6	-5	-1	-3	4	9
11	Cc1nc(NC(=O)CN2CCCCC2)sc1C(=O)N(C)C	0	-9	6.0	12	-4	-1	1	1	20
12	COc1cc2[nH]c(=O)n(CCCC(=O)NC3CCCCC3)c(=O)c2cc1OC	0	-7	0.5	7	4	-2	3	-4	14
13	Cc1ccc(OCC(=O)N(Cc2ccccc2)c2c(N)n(Cc3ccccc3)c(=O)[nH]c2=O)c(C)c1	2	1	-0.7	-8	12	3	5	6	3
14	Cc1c(-c2ccccc2)[n+](=O)c2c(n1[O-])CCCC2	16	-7	-1.8	7	-6	5	-7	9	13
15	CCOc1cccc(CNn2cnnc2)c1OCc1ccccc1	4	1	0.9	0	-4	0	3	3	3
16	c1ccc(-c2noc(CN3CCN(c4ccccc4)CC3)n2)cc1	0	3	-0.5	0	3	1	2	13	-3
17	O=C1ON=C(c2ccccc2)/C1=C\c1ccco1	0	2	1.0	-2	4	3	8	-25	8
18	CC(C)C(=O)Nc1sc2c(c1C(N)=O)CCN(Cc1ccccc1)C2	6	-3	11	2	1	3	0	-25	-2
19	O=C(COc1ccccc1Cl)Nc1cnn(Cc2ccccc2)c1	2	-1	-3.9	-10	3	-6	4	-1	-6
20	Cn1c(NC2CCCCC2)cc(=O)n(C)c1=O	0	4	-1.0	5	0	-4	-7	0	-1
21	COc1ccc(-n2ncc3c(N4CCN(Cc5ccccc5)CC4)ncnc32)cc1	11	-13	1.8	9	-10	2	2	-55	20
22	Cc1occc1C(=O)N/N=C/c1c[nH]c2ccccc12	1	2	-2.8	3	1	1	7	9	-3
23	C=CCOC(=O)c1cn(CC)c2nc(C)ccc2c1=O	-1	17	0.3	-2	3	-4	1	10	3
24	COc1ccc(-n2nnc3c(=O)n(CC(=O)Nc4ccc5c(c4)OCCO5)cnc32)cc1OC	1	-4	0.6	4	-5	0	1	-3	1
25	O=C(CS(=O)(=O)c1ccccc1)Nc1nc(-c2ccc(F)cc2)cs1	12	-12	-1.3	15	-27	1	4	10	14
26	CC(=O)NC1(C(F)(F)F)C(=O)NC(C)=C1C#N (stereo not given)	0	3	-1.3	-8	-1	-6	0	8	-1
27	O=C(NC1CC1)c1ccc(F)cc1Cl	0	3	1.1	-3	-2	-3	6	-3	-7
28	COc1ccc(S(=O)(=O)N2CCCCC2)cc1N(C)S(=O)(=O)c1ccccc1	5	6	-1.9	-17	6	-3	-2	-11	-2
29	COc1ccc(CNC(=O)Cn2cccc2C(=O)c2ccccc2)cc1	1	-6	-2.6	4	-3	-3	-1	-3	17
30	OCC1(CCOc2ccccc2)CCN(C2Cc3ccccc3C2)CC1	3	-6	-2.1	6	-13	-10	-1	-2	-4
31	CCCNC(=O)COc1coc(CN2CCN(c3ccccc3F)CC2)cc1=O	1	1	1.4	-1	4	-3	3	-6	-1
32	CC(=O)Nc1ccc(-c2ccc(NC(C)=O)c(O)c2)cc1O	0	-2	-1.2	8	-3	-1	-4	14	2
33	CSc1ncccc1C(=O)OCC(=O)Nc1ccc2c(c1)CCC2	1	1	-1.5	-16	13	-1	1	-6	-3
34	CCN1CCN(c2ccc(S(=O)(=O)N3CCCCC3)cc2NC(=O)COc2ccc(Cl)cc2)CC1	2	-3	0.5	-16	0	-6	7	-2	3
35	COc1cccc(OCc2nn[nH]n2)c1	1	-4	-1.2	14	-4	1	2	3	9
36	COc1cc(/C=N/NC(=O)CNC(=O)c2ccncc2)ccc1O	1	3	0.3	5	2	-2	1	1	0

3 entries from above, sorted by the number in CRFBP-R2 block, descending.
item | compound | CRFBP-R2 block
26 | CC(=O)NC1(C(F)(F)F)C(=O)NC(C)=C1C#N (stereo not given) | 8
31 | CCCNC(=O)COc1coc(CN2CCN(c3ccccc3F)CC2)cc1=O | -6
28 | COc1ccc(S(=O)(=O)N2CCCCC2)cc1N(C)S(=O)(=O)c1ccccc1 | -11

(continued)
no.	mol	CHRM4 agonist	M5 PAM	CRFBP-R2 agonist	CHRM4 antagonist	CHRM4 PAM	CHRM5 agonist	IDE inh	CRFBP-R2 block	M5 antag
37	Cc1ccc(C(=O)N(CC(=O)NC2CCCC2)Cc2cccs2)s1	1	-2	0.0	6	0	0	3	-29	-4
38	CCn1c2ccccc2c2cc(NC(=O)COC(=O)c3ccccc3Br)ccc21	0	-7	3.3	-3	-1	-5	7	-1	4
39	O=C(CN1CCC(NC(=O)Nc2ccccc2-c2ccccc2)CC1)NCc1ccco1	2	-18	0.3	17	-20	-7	1	2	61*
40	CCCn1c(C)c(C(=O)OCC)c(O)c(-c2ccccc2)c1=O	1	-1	1.7	-6	-9	1	3	9	4
41	COCc1cc(C)n(CC(=O)Nc2ccc(N3CCOCC3)cc2)c(=O)c1C#N	0	-4	2.3	-7	-2	3	4	25	6
42	CCC(C)Sc1cccc(-c2nc3cc(C)ccn3c2NCc2ccccc2)c1 (stereo not given)	8&8	-26&-18	-1.3	44*!	-12&-9	-7&-3	-5	-5	17&24
43	Cc1ccc(-c2[nH]ncc2/C=N/n2c(COc3ccccc3C)nc3ccccc3c2=O)cc1	10	-15	3.3	10	-13	1	3	3	16
44	CCCS(=O)(=O)c1c(S(=O)(=O)CCC)c2cc(CC)ccn2c1C(=O)OC	0	-1	-1.0	4	0	-1	6	-4	-1
45	CCNc1nnc(SCC(=O)c2cc(C)n(C3CC3)c2C)s1	0	1	-2.9	6	-4	2	.	-7	1
46	O=C1C=C(c2ccccc2)C(=O)N1Nc1ccccc1	3	9	6.6	23	-15	12	1	-76	4
47	CCOc1ccc(N(CC(=O)NCCOc2ccc(C)cc2)S(=O)(=O)c2ccccc2)cc1	1	2	15	7	-1	-1	2	13	-8
48	CNc1ccc(C(=O)N2CCN(S(=O)(=O)c3ccc4c(c3)OCCCO4)CC2)cc1[N+](=O)[O-]	8	-3	-2.8	-14	3	-5	0	15	-1
49	NC(N)=NCc1cccc(I)c1	1	3	-0.7	-11	3	-1	6	-2	-2
50	COc1cc(OC)cc(C(=O)Nc2ccc(S(=O)(=O)Nc3nc(C)cc(C)n3)cc2)c1	0	11	1.7	7	9	2	-8	19	-7
51	CC(=O)NCC(=O)OCC(=O)N1c2ccccc2Sc2ccccc21	1	0	-1.7	4	7	2	4	16	1
52	Cc1cc(=O)oc2c(C)c(OCC(=O)NCC3CCC(C(=O)O)CC3)ccc12 (stereo not given)	2	0	-1.5	-7	-2	4	5	1	0
53	COc1ccccc1C1=Nc2cccc3cccc(c23)N1	3	-3	-1.7	2	3	0	-3	-16	-4
54	Nc1ccccc1C#CCCCCO	0	0	-0.4	4	2	-2	2	1	5
55	CCCCN(C(=O)C1=CC=CN2CCS(=O)(=O)N=C12)c1ccccc1	1	-8	1.6	4	1	2	.	10	6
56	O=C(O)COc1ccccc1/C=N/NC(=O)CSc1nnc(SCc2cccc3ccccc23)s1	1	-4	-0.3	-5	-11	4	-2	5	8
57	Cn1nc(NC(=O)C(C)(C)C)c2c(F)cccc21	1	3	-0.2	2	18	-5	1	0	-7
58	CC(C)Nc1nc(NC(N)=S)nc(NC(C)(C)C)n1	-1	0	-2.0	1	-3	-8	-10	-5	1
59	CCCSc1nc2sc3c(c2c(=O)n1CC)CC(C)(C)OC3	-1	-2	-0.6	1	11	1	3	-5	5
60	O=C(Nc1ccccc1)c1ccc(S(=O)(=O)N2CCCC2)cc1	5	4	0.5	-5	6	2	-1	11	-2
61	C[C@H](CO)N1C[C@H](C)[C@@H](CN(C)S(=O)(=O)c2ccccc2)Oc2c(NC(=O)CCC(F)(F)F)cccc2C1=O	2	15	-0.4	7	5	6	5	-5	-5
62	O=c1[nH]cnc2sc3c(c12)CN(Cc1ccccc1)CC3	1	-5	0.0	-8	1	-4	7	1	0
63	Cc1c(Cl)cccc1NC(=S)NC(=O)CCN1C(=O)c2ccccc2C1=O	1	1	0.2	11	-2	-1	5	-35	2
64	CSc1ncccc1C(=O)OCC(=O)N(C)Cc1ccc(C)cc1	1	-6	-0.6	-13	6	0	.	-14	14
65	CC(C)Nc1nc(NCCOc2ccccc2Cl)c2sc(-c3ccccc3)cc2n1	-1	-9	.	0	-3	-1	.	.	7
66	COc1ccc(OCc2cc(C(=O)N3C[C@@H](C)O[C@@H](C)C3)no2)c(Cl)c1	6	-1	0.4	5	6	2	4	7	1
67	O=C(NCc1ccccc1)c1ccc(C(=O)NCc2ccccc2)cc1	1	0	-3.7	-13	-2	4	.	17	11
68	COc1ccc(C)cc1NC(=O)c1nnn(Cc2cccc(F)c2)c1N	1	-1	0.2	-1	-1	-1	-2	43	1
69	Cc1ccccc1C(C(=O)NCc1ccccc1)N(Cc1ccco1)C(=O)c1ccccn1 (stereo not given)	12	-39	-1.1	9	-11	-1	0	-17	9
70	c1coc(CNc2ncnc3c2oc2ccccc23)c1	12	-11	-0.3	4	-7	7	-2	-2	4
71	COc1ccc(N2C(=O)/C(=C\c3ccco3)N=C2SCC(=O)N(C(C)C)C(C)C)cc1Cl	0	4	1.0	11	-10	0	2	2	0
72	CCCCCC1CC(/C(C)=N/NC(N)=O)OC1=O (stereo not given)	0	-3	-1.1	1	2	0	-3	-22	0
73	NS(=O)(=O)c1cccc(NC(=O)CN2CCN(Cc3ccc4c(c3)OCO4)CC2)c1	1	8	-1.7	12	0	-2	-3	10	-6
74	CCOc1cc(C=O)cc(Br)c1OCC(=O)NCCc1ccccc1	3	1	-1.0	2	-3	-2	-3	-24	-18

Screening data deposited in PubChem BioAssay by several laboratories.
